# UBC9 SUMO inh: SUMOylation inhibition; P63279; inhibition, % at 35 µM; 290,000 tested, 0.36% active; HTRF SUMOylation assay, SAE1/SAE2 + UBC9, in vitro; in the data active = inhibition above about 50%, passing the limit was not always enough; note: strong numbers were not always called active
# IMP-1 inhibitor: blocks Pseudomonas aeruginosa IMP-1 metallo-beta-lactamase; AID 1556; purified IMP-1, nitrocefin hydrolysis, epi-absorbance fluorescence; 290,000 tested, 0.45% active; inhibition, % at 5.6 µM;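 active = inhibition above the mean plus 3 SD of all compounds in the same screening run, cut at about 4.5% in these data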;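 note: 0% = IMP-1 with DMSO and 100% = DMSO wells lacking enzyme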
#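 Assay system: purified IMP-1; Quantity: IMP-1 0.2 nM before substrate addition; Medium: HEPES buffer pH 7.1 with ZnSO4 and Brij 35; Incubation: 15 min enzyme–compound preincubation, then 25 min nitrocefin reaction, 25 °C; Signal: fluorescence quenching readout, ex 480/em 530 nm; Controls: DMSO with and without IMP-1; Repeats: singlicate testing.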
# NS3 helicase inh: HCV NS3 helicase inhibition; NS3 helicase DNA unwinding, Cy5 molecular beacon fluorescence; inhibition, % at 10.9 µM; 290,000 tested, 0.56% active; AID 1800;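 active = inhibition above the mean of all tested compounds plus 3 SD, set per campaign, cut at about 35% in these data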;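 note: 0% = DMSO wells and 100% = thioflavine S control wells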
#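 Test system: hepatitis C virus NS3 helicase domain fragment enzyme. Also added: annealed dual-labelled DNA beacon duplex, ATP-started. Timing: 60 min unwinding reaction at 25 °C after ATP addition. Technique: Cy5 fluorescence. Measure: % inhibition of unwinding.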
# IDE cell activ: boosts human insulin-degrading enzyme activity in HEK cells | P14735 | FAbeta-B cleavage, fluorescence polarization; 0% vehicle, 100% cell-free pure enzyme wells | activation, % at 5.96 µM | 340,000 tested, 0.073% active | AID 493087;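 active = activation above the mean of all tested compounds plus 3 SD, set per screening campaign, cut at about 17% in these data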
# Target sequence (P14735 whole entry, looked up): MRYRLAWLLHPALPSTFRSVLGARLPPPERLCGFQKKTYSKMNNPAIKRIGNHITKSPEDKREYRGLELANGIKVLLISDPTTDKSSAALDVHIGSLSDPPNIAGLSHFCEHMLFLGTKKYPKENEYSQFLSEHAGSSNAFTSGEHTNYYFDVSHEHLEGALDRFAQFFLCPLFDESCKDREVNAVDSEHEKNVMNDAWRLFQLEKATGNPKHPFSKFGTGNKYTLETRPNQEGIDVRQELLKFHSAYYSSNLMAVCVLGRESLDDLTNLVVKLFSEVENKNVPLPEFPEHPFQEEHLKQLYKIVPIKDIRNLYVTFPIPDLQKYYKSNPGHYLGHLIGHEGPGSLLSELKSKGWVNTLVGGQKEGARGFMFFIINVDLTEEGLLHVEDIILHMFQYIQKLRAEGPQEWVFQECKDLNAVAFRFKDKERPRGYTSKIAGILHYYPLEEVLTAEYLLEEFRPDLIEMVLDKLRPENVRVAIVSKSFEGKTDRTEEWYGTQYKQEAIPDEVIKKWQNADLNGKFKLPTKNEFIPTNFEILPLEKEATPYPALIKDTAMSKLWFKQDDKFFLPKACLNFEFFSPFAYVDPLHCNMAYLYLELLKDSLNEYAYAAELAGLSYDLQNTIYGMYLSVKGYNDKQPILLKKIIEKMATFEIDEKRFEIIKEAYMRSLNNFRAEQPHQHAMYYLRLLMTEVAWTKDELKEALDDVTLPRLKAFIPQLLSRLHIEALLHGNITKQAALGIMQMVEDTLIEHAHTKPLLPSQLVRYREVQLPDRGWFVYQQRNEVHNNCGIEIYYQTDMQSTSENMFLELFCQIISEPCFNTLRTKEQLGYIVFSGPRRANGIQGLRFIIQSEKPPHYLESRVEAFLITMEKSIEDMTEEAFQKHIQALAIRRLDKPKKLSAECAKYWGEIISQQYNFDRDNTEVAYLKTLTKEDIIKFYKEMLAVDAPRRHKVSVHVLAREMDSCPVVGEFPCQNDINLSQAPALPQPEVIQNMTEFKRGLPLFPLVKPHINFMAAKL
# VIM-2 inhibitor: blocks Pseudomonas aeruginosa VIM-2 metallo-beta-lactamase | 290,000 tested, 0.89% active | inhibition, % at 5.6 µM | purified VIM-2, nitrocefin hydrolysis, epi-absorbance fluorescence;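 active = inhibition above the mean of all tested compounds plus 3 SD, cutoff set per screening run, cut at about 7.5% in these data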;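 note: red hydrolysis product quenches plate fluorescence so inhibitors raise well fluorescence; 0% = enzyme with DMSO and 100% = DMSO without enzyme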
# IDE inh: inhibits human insulin-degrading enzyme in HEK cells; P14735; FAbetaB cleavage, fluorescence polarization; inhibition, % at 5.59 µM; 320,000 tested, 0.41% active;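 active = percent inhibition above the average of all tested compounds plus 3 SD, set per screening campaign, cut at about 16% in these data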;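 note: IDE supplied by intact live HEK cells; FP after avidin binding of uncleaved biotin substrate so inhibition keeps polarization high; 0% = DMSO wells and 100% = 60 µM reference IDE inhibitor Ii1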
# GalR3 antagonist: blocks the human galanin receptor 3; HEK293 GalR3-CNG cAMP membrane potential fluorescence; galR3 body fused to GalR1 C-terminus; 360,000 tested, 0.44% active; O60755; inhibition, % at 3 µM;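 active = inhibition above the screen-wide average plus 3 SD, cut at about 13% in these data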;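 note: forskolin and galanin both at EC90 stimulate the cells; cAMP rise reported by CNG channel membrane potential dye signal; 0% = forskolin plus galanin with DMSO and 100% = forskolin alone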
# CRFBP-R2 block: CRF-BP/CRF-R2 complex antagonism; HEK293 CRF-R2/CRF-BP, CRF-induced calcium fluorescence; inhibition, % at 11.8 µM; 350,000 tested, 0.59% active; AID 588475;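 active = inhibition of the ligand-induced calcium signal above about 50% at the single tested concentration, limit read from the data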
# pCIP destab: compounds decreasing mouse p/CIP protein stability. F442A p/CIP-EGFP cells, EGFP fluorescence, 16 h. decrease of EGFP signal, % at 10 µM. 290,000 tested, 0.01% active. AID 1984;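 active = EGFP signal decrease of at least 30% at 10 µM or well 3 SD below plate mean, unless failing retest; inactive = the rest, including hits failing retest or dose response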; note: some compounds called inactive have numbers as strong as hits; many of its hits are not listed in these tables
# Numbers without * were called inactive; / = no result given. Rows were taken by chance. Share with any hit: about 3.2%.
# Sample of the layout:
SMILES,UBC9 SUMO inh,IMP-1 inhibitor,NS3 helicase inh,IDE cell activ,VIM-2 inhibitor,IDE inh,GalR3 antagonist,CRFBP-R2 block,pCIP destab
O=C(NCC1CCCO1)C1CCN(S(=O)(=O)Cc2ccccc2)CC1 (stereo not given),9,0.9,12,0,1.1,5,-3,3,-5
COc1cccc(-c2nc(-c3ccccc3)no2)c1,12,-0.3,-2,1,-1.3,1,-4,-36,2

# All compounds of this part, previewed entries included:
SMILES,UBC9 SUMO inh,IMP-1 inhibitor,NS3 helicase inh,IDE cell activ,VIM-2 inhibitor,IDE inh,GalR3 antagonist,CRFBP-R2 block,pCIP destab
O=C(NCC1CCCO1)C1CCN(S(=O)(=O)Cc2ccccc2)CC1 (stereo not given),9,0.9,12,0,1.1,5,-3,3,-5
COc1cccc(-c2nc(-c3ccccc3)no2)c1,12,-0.3,-2,1,-1.3,1,-4,-36,2
COc1cccc(/C=N/NC(=O)CCCc2ccc(OC)c(C)c2)c1,-6,-6.0,-6,1,-4.8,8,-2,-18,9
O=C(c1cccc(C(=O)N2CCN(c3ccc(F)cc3)CC2)c1)N1CCN(c2ccc(F)cc2)CC1,5,-0.6,-3,-9,0.1,-1,/,-4,-8
Cc1ccc(-n2c(CNc3ccc(C)c(Cl)c3)n[nH]c2=S)cc1,-21,-0.6,2,-4,1.3,0,-5,-39,6
CN=C1S/C(=C/c2cn(CC(=O)OC)c3ccccc23)C(=O)N1C,8,-4.5,-13,4,-3.0,6,2,0,-12
CCCCN(C)CCNC(=O)Cn1c(=O)sc2ccccc21,-3,/,/,-1,/,-1,4,17,-5
O=C1CS/C(=N/N=C/c2ccco2)N1Cc1ccc(F)cc1,30,-2.6,4,/,-1.4,3,-3,-14,-9
O=C(Cc1cccs1)Nc1nnc(-c2ccc(F)cc2)s1,-10,-2.0,-2,0,-3.1,5,-4,-1,3
CCC1CCC(N2CCN(c3ccccc3F)CC2)CC1 (stereo not given),5,-3.2,-8,3,-1.0,3,-5,-20,-2
CCN(CC)CCCNC(=O)CCC(=O)Nc1ccc2nc(N3CCCCC3)cc(C)c2c1,11,-2.8,8,6,-1.2,4,-7,-3,-1
CCS(=O)(=O)c1nc2ccccc2n1Cc1ccccc1Cl,4,-5.5,0,-5,-5.9,2,/,13,-8
COC(=O)C1=C(C)N(C)C(=S)NC1c1cc(OC)ccc1OC (stereo not given),8,-2.7,6,-3,-1.2,2,-5,-21,8
O=C(CCCSc1nc2ccccc2[nH]1)NC1CCCCC1,-2,-3.6,-2,4,-3.3,-3,-2,3,-6
COc1ccc(CCN(C)C(=O)CNC(=O)c2ccc3c(c2)OCO3)cc1OC,-5,-1.5,3,6,-0.4,/,1,-8,-7
O=C(CSc1nnc(CN2CCOCC2)n1-c1ccc(Cl)cc1)Nc1ccc2c(c1)OCO2,4,-2.1,-12,-2,-1.3,0,-8,26,-4
N=C1S/C(=C\c2ccccc2)C(=O)N1c1ccc(F)cc1,-1,-2.6,-1,0,-2.0,-2,-2,2,3
Cn1c(=NC(=O)c2ccc3c(c2)OCCO3)sc2cc(S(C)(=O)=O)ccc21,5,-3.1,15,-3,-3.2,4,5,-11,-2
O=C(CSCc1ccc(F)cc1)NC1CCCC1,-4,4.5,0,1,0.7,6,-7,19,0
COc1cccc(C2=NOC(C(=O)Nc3cccc(C(C)=O)c3)C2)c1 (stereo not given),9,-1.8,-3,-8,-0.1,1,1,11,-11
COc1cccc(N(C(=O)c2snc(C(N)=O)c2N)C(C(=O)NCC2CCCO2)c2ccc(F)cc2)c1 (stereo not given),2,-3.3,-10,1,-2.8,0,-12,10,-3
COc1ccc(CCNc2cn[nH]c(=O)c2Cl)cc1OC,5,-1.5,7,-3,-3.2,-11,-3,-8,-6
COc1cc(C(=O)OCC(=O)N(CC(C)C)C2CCS(=O)(=O)C2)ccc1OCC(C)C (stereo not given),/,/,/,1,/,3,4,-2,/
CC(=O)c1ccc(OCCCC(=O)Nc2cccc(S(=O)(=O)N3CCOCC3)c2)cc1,/,/,/,3,/,0,-5,8,/
Cc1c(NC(=O)c2cc(-c3ccccc3O)on2)c(=O)n(-c2ccccc2)n1C,32,-0.5,-2,2,1.2,-5,-5,2,-4
CCOC(=O)Cn1c2c(c(=N)c3c1CCC3)CCC2,7,-3.6,-3,-1,-1.8,4,0,-3,-2
COc1ccccc1Nc1nc(N)nc(CSCCO)n1,-16,-2.0,-1,5,-2.4,1,-6,16,4
COc1ccc(NC(=O)N2CCC(n3cnc4ccccc43)CC2)cc1,-2,-1.5,-1,7,-2.4,-3,-3,-2,-1
CCN(CC(=O)Nc1ccc(OC)cc1)C(=O)CSCC(=O)Nc1ccc(C)cc1,20,-0.3,-12,0,0.0,0,-1,1,5
O=C(COC(=O)c1cccs1)c1ccc2ccccc2c1,16,-4.8,-4,3,0.0,2,-1,-1,-8
CN(Cc1ccccc1)C(=O)CN1C(=O)c2ccccc2C1=O,4,-2.9,4,0,-0.9,1,-6,-3,-12
O=C(NCC(=O)N(c1cccc(F)c1)C(C(=O)NC1CCCC1)c1ccco1)c1ccco1 (stereo not given),-9,-4.5,1,-7,0.0,1,-3,2,3
COc1cc(NC(=O)C2CC2)c(C(=O)O)cc1OC,26,-0.7,-3,6,-1.2,-4,-6,18,1
Cc1ccc(C)c(S(=O)(=O)N2CCN(C(=O)c3ccc4ccccc4n3)CC2)c1,/,/,/,3,/,5,-1,2,/
O=C(COc1ccc(F)cc1)Nc1ccc(S(=O)(=O)Nc2ncccn2)cc1,/,/,/,-1,/,-4,0,-1,/
CCc1noc(C)c1C(=O)N1CCCC(CCC(=O)NCc2cccc(OC)c2)C1 (stereo not given),2,-1.0,2,0,-2.6,-4,-3,1,-3
O=C(NCCCN1CCN(c2cccc(Cl)c2)CC1)c1cccc(N2CCCC2=O)c1,3,-3.3,-18,1,-4.2,2,-1,-9,-2
CC(=O)c1c(O)c2ccccc2n(Cc2ccccc2)c1=O,2,-3.6,18,-1,-3.5,1,-10,1,-1
O=C(Nc1ccccc1)N1CCC(c2ccccc2)C1 (stereo not given),-1,-2.3,3,1,-1.0,3,-3,0,-7
COc1ccc(NC(=O)CN(C)C(=O)c2cc(-c3cccs3)nn2-c2ccccc2)cc1,/,/,/,-1,/,4,-3,4,/
CC(=O)Nc1ccc(S(=O)(=O)Nc2nc3ccccc3nc2Nc2ccc(N)cc2)cc1,49,0.1,9,-11,-1.7,13,4,-2,-25
O=C(NCc1ccco1)c1ccc2c(c1)C(=O)N(C1CCCCC1)C2=O,-20,-2.4,-1,3,-2.6,0,-4,5,-10
CCOC(=O)c1oc2ccccc2c1NC(=O)COc1ccc(F)cc1,17,-4.4,1,8,-1.6,8,/,-1,-16
Cc1cc(C)c(S(=O)(=O)N2CCN(C(=O)c3ccc4c(c3)OCO4)CC2)c(C)c1,3,-3.2,-6,0,-2.1,-1,-8,-5,-7
Cc1cccc(-n2nc(CC#N)c(C#N)c2N)c1,10,-2.1,-3,-6,-2.6,2,-3,18,2
COc1ccccc1N1CCN(C2CCCN(C(=O)CCC(C)=O)C2)CC1 (stereo not given),-7,-4.9,8,0,-1.2,8,-8,8,-2
C[C@@H](C(=O)Nc1cccc(S(=O)(=O)N2CCOCC2)c1)N1C(=O)C2CC=CCC2C1=O (stereo not given in full),8,-1.3,-6,3,-1.5,4,1,-16,0
CC(C)(C)NC(=O)CN(Cc1ccc2c(c1)OCO2)C(=O)CNS(=O)(=O)c1ccc(F)cc1,-10,-0.4,-1,-3,1.3,0,-6,-2,2
Cc1ccc(C(CC(=O)N2CCCC2)c2ccccc2)c(O)c1C (stereo not given),5,-0.3,-2,3,1.0,5,2,3,-1
CC12c3ccccc3C(c3ccccc31)C1C(=O)N(Cc3cccnc3)C(=O)[C@H]12 (stereo not given in full),7,-2.2,-9,1,0.0,1,-5,6,-8
COc1ccccc1OCC(=O)NCCc1nc2ccccc2[nH]1,11,0.2,-1,1,-1.5,-3,0,1,11
Cc1cccc2cc(CN(Cc3ccc(F)cc3)C(=O)N3CCOCC3)c(=O)[nH]c12,22,-2.0,-5,5,-2.6,2,-9,-24,4
COc1ccc(-c2oc(=O)c3cc(OC)c(OC)cc3c2/C=C/c2ccc([N+](=O)[O-])cc2)cc1,/,/,/,3,/,-3,-2,-5,/
OCc1ccccc1N=c1ssnc1Cl,20,-0.7,-10,/,0.5,3,/,/,-2
O=C(c1ccc(OC2CCN(Cc3cccc(OCCO)c3)CC2)cc1)N1CCCC1,-3,0.8,3,3,-1.9,2,1,-16,-12
COc1ccc2cc3cc(C(=O)N4CCN(C5CCCCC5)CC4)oc3nc2c1,/,-1.4,14,1,-1.1,5,/,-8,1
Cc1cccc(C)c1NC(=O)COC(=O)c1c(C)nn(-c2ccccc2)c1C,/,/,/,3,/,-2,-1,-2,/
COC(=O)c1sccc1NC(=O)Nc1ccc(C)cc1,-2,-0.2,-7,1,0.8,/,-1,-10,-6
O=C(N/N=C/c1cc([N+](=O)[O-])ccc1O)Nc1ccccc1,18,-2.2,5,-3,-6.7,6,-6,3,-13
Cc1nnc(NC(=O)c2ccccc2F)s1,3,-2.8,12,5,-4.2,-2,0,-21,8

# (next part)
SMILES,UBC9 SUMO inh,IMP-1 inhibitor,NS3 helicase inh,IDE cell activ,VIM-2 inhibitor,IDE inh,GalR3 antagonist,CRFBP-R2 block,pCIP destab
COc1ccc(C(=O)NCCSc2ccc(C)cc2)cc1,-13,-3.6,-5,-1,-2.5,2,-11,7,4
O=C(NCC1CCCO1)c1ccc(CSCc2cccc(F)c2)o1 (stereo not given),1,-3.5,-8,1,-3.9,3,-1,22,-8
COc1cccc(Nc2cc(N3CCOCC3)c3nonc3c2[N+](=O)[O-])c1,22,-1.2,2,0,-0.2,-1,0,9,-11
O=C(CSc1nc2ccccc2c(=O)n1Cc1ccccc1)NCc1ccco1,10,-1.6,6,-5,-1.5,3,-8,-30,-10
Cc1nc(SCC(=O)c2cccc([N+](=O)[O-])c2)n[nH]1,12,-1.3,-5,-1,-1.3,-1,-5,-35,7
Cc1cc(-c2ccc(Br)cc2)n[nH]1,11,-2.3,-9,7,-1.5,8,-4,8,0
CC(C)(C)C(=O)Nc1nnc(CSCc2ccccc2F)s1,-14,-3.5,1,0,26*,-1,-5,-67,-13
COc1ccc(CCNc2c3ccccc3nc3ccccc23)cc1OC,4,-2.2,-6,1,2.7,4,1,4,-12
CCC(=O)Nc1ccc(NC(=O)CSc2nnc(C(C)C)n2C)cc1,15,-2.4,2,-2,-2.5,5,-5,-13,-4
CC(C)CNC(=S)NNC(=O)c1csc2c1CCC(C)C2 (stereo not given),-2,-5.1,4,0,-2.5,-1,-8,-2,2
CN1C(=O)C(O)(c2nnc(-c3ccccc3)o2)c2ccccc21 (stereo not given),8,-1.5,-1,2,-4.0,0,-4,4,-9
COC(=O)[C@]1(S(=O)(=O)c2ccccc2)C[C@@H]2ON=C(c3ccc(OC)cc3)[C@@H]2C1,8,-1.3,6,-5,0.0,14,-4,-7,-2
